Assay outcomes deposited in PubChem by several laboratories.
ZTA counter = ZTA (EBV) inhibition in EBNA-1 counter-screen; P03206; ZTA-DNA binding, fluorescence polarization; inhibition, % at 11 µM; 0.15% of 320,000 active; AID 2234; in the data active means inhibition above about 33%
Target sequence (P03206 whole entry, looked up): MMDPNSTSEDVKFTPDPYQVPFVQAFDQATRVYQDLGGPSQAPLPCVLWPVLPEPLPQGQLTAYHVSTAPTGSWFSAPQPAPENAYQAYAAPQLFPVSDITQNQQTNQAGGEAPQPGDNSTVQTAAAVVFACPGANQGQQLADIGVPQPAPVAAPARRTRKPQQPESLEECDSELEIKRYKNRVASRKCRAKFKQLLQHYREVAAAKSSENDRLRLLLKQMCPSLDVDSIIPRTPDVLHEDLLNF
TPT1 inh = inhibitors of Candida albicans tRNA 2'-phosphotransferase TPT1; inhibition, % at 5 µM; recombinant caTPT1, FP RNA substrate dephosphorylation; 0.81% of 300,000 active;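 active means inhibition above the mean of all tested compounds plus 3 SD, set per screening campaign, cut at about 24% in these data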;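 further: plate controls were DMSO alone for no effect and ferristatin control at 100 nM for full effect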
Fh CTSL1 inh = counter-screen for PFM18AAP inhibitors: inhibitors of F. hepatica cathepsin L1. recombinant F. hepatica cathepsin L1, Z-Leu-Arg-MCA fluorescence. inhibition, % at 5.96 µM. AID 1906. 0.49% of 300,000 active;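 active means inhibition above the mean of all tested compounds plus 3 SD, set per screening campaign, cut at about 17% in these data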;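 further: 0% = plate median of test compound wells and 100% = 1 µM Z-Phe-Ala-diazomethylketone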
Efflux pump inh = antifungal efflux pump inhibition, Nile Red retention | S. cerevisiae Candida pump triplex | inhibition, % at 10 µM | 0.44% of 330,000 active;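 active means plate passing quality check with inhibition over a set limit, or well fluorescence over plate mean plus 4 SD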;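 further: Nile Red retained in pooled yeast measured as flow cytometry median fluorescence; 0% = buffer negative control and 100% = Enniatin B positive control; higher means more Nile Red kept so more efflux inhibition; some compounds called inactive have numbers as strong as hits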
PREPL inh = inhibitors of human prolyl oligopeptidase-like enzyme PREPL; Q4J6C6; recombinant PREPL, fluorescence polarization activity-based probe; inhibition, % at 5.96 µM; 0.68% of 320,000 active; AID 2751; in the data active means inhibition above about 43%;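 further: 0% = enzyme with DMSO and 100% = wells lacking enzyme; many of its hits are not listed in these tables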
EBNA-1 inh = blocks EBNA-1 binding to DNA | 0.34% of 300,000 active | EBNA-1 DNA binding, fluorescence polarization | inhibition, % at 14.8 µM; in the data active means inhibition above about 28%
PP1 counter = counter-screen for PP5 inhibitors: inhibitors of human PP1-alpha. purified PP1alpha, OMFP fluorescence. inhibition, % at 6.7 µM. 0.9% of 320,000 active. AID 2235;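 active means inhibition above the mean inhibition of all tested compounds plus 3 SD, computed separately for each screening campaign, cut at about 15% in these data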
Target sequence (P62136 whole entry, looked up): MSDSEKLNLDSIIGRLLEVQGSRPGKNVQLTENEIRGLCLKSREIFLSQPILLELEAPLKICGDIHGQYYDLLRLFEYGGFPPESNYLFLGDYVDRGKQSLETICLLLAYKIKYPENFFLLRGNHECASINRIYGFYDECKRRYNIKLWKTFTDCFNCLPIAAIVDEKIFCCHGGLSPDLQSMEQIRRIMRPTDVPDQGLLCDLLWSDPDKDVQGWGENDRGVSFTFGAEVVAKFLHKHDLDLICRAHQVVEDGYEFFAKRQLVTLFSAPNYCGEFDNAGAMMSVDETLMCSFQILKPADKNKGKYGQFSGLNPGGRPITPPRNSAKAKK
PP5 primary = inhibitors of human protein phosphatase 5 (PP5). P53041. purified PP5c, OMFP substrate fluorescence. inhibition, % at 6.7 µM. 0.18% of 320,000 active;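 active means inhibition above the campaign's mean inhibition across all tested compounds plus 3 SD, cut at about 9.5% in these data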;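 further: 0% = DMSO only and 100% = 100 µM cantharidin control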
Target sequence (P53041 whole entry, looked up): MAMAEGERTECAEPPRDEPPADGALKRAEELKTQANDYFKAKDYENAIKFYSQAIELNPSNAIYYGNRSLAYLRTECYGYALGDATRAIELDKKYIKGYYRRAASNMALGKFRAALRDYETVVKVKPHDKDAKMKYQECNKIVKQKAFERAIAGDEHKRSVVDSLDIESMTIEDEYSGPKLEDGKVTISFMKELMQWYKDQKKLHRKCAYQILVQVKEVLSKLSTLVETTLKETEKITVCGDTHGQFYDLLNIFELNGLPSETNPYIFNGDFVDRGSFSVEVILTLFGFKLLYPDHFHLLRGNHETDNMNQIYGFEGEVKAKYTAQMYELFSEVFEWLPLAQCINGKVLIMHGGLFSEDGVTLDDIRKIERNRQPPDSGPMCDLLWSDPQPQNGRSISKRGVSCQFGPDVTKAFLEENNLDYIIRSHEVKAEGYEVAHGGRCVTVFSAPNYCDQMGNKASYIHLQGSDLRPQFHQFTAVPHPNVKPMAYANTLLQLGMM
core dimer inh = HCV core protein dimerization inhibition. TR-FRET GST/Flag-core106 dimerization, 1536-well. inhibition, % at 5 µM. 0.33% of 300,000 active. AID 1899;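 active means inhibition above the mean of all tested compounds plus 3 SD, set per screening campaign, cut at about 45% in these data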
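Test system: GST/Flag-tagged HCV core106 proteins; Medium: KF-containing HEPES buffer, pH 7.45, DTT, CHAPS, BSA; Times: compound-protein-antibody incubation 4 h at 22.5 °C; Detection: TR-FRET 671 and 617 nm emission; Benchmarks: wells lacking GST-core106 and wells with excess unlabelled core106.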
An asterisk follows results filed as active. Not all compounds are listed; rates above refer to the full screens.

Compound	ZTA counter	TPT1 inh	Fh CTSL1 inh	Efflux pump inh	PREPL inh	EBNA-1 inh	PP1 counter	PP5 primary	core dimer inh
Cc1ccccc1NC(=O)c1ccccc1	1.5	-2.2	1.2	0.0	10.4	0.7	3.8	-0.9	-6.0
COC(=O)c1ccc(NC(=O)CCc2nnc3ccc(N4CCC5(CC4)OCCO5)nn23)cc1	4.2	-1.0	3.1	0.1	-5.6	-1.8	1.4	0.9	3.4
NC(=O)c1ccc[n+](CC(=O)c2ccc(Cl)c(Cl)c2)c1	-9.1	2.5	0.2	0.1	5.3	3.8	1.7	1.2	6.5
CC(C)(C)C(C(Oc1ccc(Cl)cc1)n1cncn1)n1nnnc1C(c1cccc(Cl)c1)N1CCCCC1 (stereo not given)	5.6	0.3	-0.5	0.3	5.1	-20.9	11.0	6.6	14.9
CCCCC1(C)OC(=O)C(=Cc2ccc(N(CC)CC)cc2)C(=O)O1 (stereo not given)	-2.4	92.5*	1.4	0.0	-19.1	2.0	0.2	1.1	12.7
Cn1cccc1/C=N/NC(=O)C12CC3CC(CC(C3)C1)C2	5.2	-0.3	-3.7	0.1	5.0	7.5	-1.9	0.2	-0.1
CC(=O)c1sc(NC(=O)c2cccs2)nc1C	-8.4	-4.2	2.9	0.0	6.1	-2.6	-2.1	0.9	6.7
COCCN(Cc1ccco1)C(=O)Cn1ncc2c(=O)oc3ccccc3c21	12.7	-1.3	-1.6	-0.1	-10.3	2.2	-2.5	0.0	-1.0
Cc1oc(-c2ccc(Cl)cc2)nc1CN1CCC(C(=O)NCCCN2CCCC2=O)CC1	-1.1	-4.4	-0.8	0.0	30.4	5.3	1.1	0.6	4.1
COc1ccc(CNc2cc(NCCCO)c([N+](=O)[O-])c3nonc23)cc1	-6.7	4.6	1.0	0.0	10.6	0.2	0.2	4.2	-1.2
COCCn1c(C)cc(C2=NNC(=NC(C)(C)C)SC2)c1C	13.4	-3.7	-2.8	0.0	-1.5	-1.4	3.5	-2.1	20.6
Cc1cccc(Cl)c1NC(=S)NN	11.3	1.0	2.5	0.4	1.7	-8.2	-1.9	1.3	1.6
O=C1Nc2ccccc2/C1=N\c1sc2c(c1C(=O)Nc1ccccc1)CCCC2	-6.7	3.8	4.6	-0.1	-1.3	0.6	6.4	3.0	1.4
Clc1ccc(SCCCCn2cncn2)cc1	5.1	-3.4	0.1	0.1	-3.6	11.3	0.2	-1.5	-2.1
CC1(C)Cc2ccccc2C2=C(C(=O)N3CCCCCC3)C(=O)C(=O)N21	9.3	1.6	-0.2	0.1	-2.5	-12.3	-1.9	-1.0	-2.9
CCN(CC)S(=O)(=O)c1ccc(C)c(NC(=O)CSc2ncc(C(F)(F)F)cc2Cl)c1	9.6	-3.6	2.7	0.2	2.5	-2.7	4.2	1.8	6.9
CC(C)c1ccc(C2(O)C(=O)Nc3cc(Br)ccc32)c(O)c1 (stereo not given)	18.7	0.7	-2.6	-0.1	3.1	10.1	-0.4	1.2	0.4
CCOc1ccc(S(=O)(=O)N2CCN(C(=O)c3cccnc3)CC2)cc1	-1.3	0.8	7.2	-0.1	-7.3	-13.9	-1.3	-0.3	-9.6
O=C(O)CN1C2=NCCCN2c2ccccc21	3.8	1.2	1.6	1.1	6.4	-16.2	-1.9	0.3	-1.9
Nc1cc([N+](=O)[O-])ccc1Nc1ccc(O)cc1	8.7	0.2	-3.1	0.1	6.2	-6.6	2.2	4.0	-13.9
Cc1ccc(C(=O)N(CCC2=CCCCC2)c2c(N)n(Cc3ccccc3)c(=O)[nH]c2=O)o1	6.1	-1.1	-1.3	0.0	6.7	-5.1	-1.6	-0.6	4.0
S=C(c1ccc(Cl)cc1)N1CCN(Cc2ccccc2)CC1	-21.9	1.5	-3.7	-0.1	-31.1	-11.0	-1.3	2.1	0.1
Cc1ccc(C)c(Oc2ncnc(N)c2[N+](=O)[O-])c1	11.0	2.1	0.8	0.2	5.2	1.1	-3.6	-3.2	3.4
CCCCOc1ccc(-c2nc(=S)[nH][nH]2)cc1	5.4	2.6	1.9	0.4	8.9	5.3	-0.6	2.5	0.1
Cc1ccc(S(=O)(=O)NCCCn2ccnc2)cc1	4.3	2.1	-5.8	0.4	-3.7	9.7	-3.4	-1.0	-9.5
O=C(CSc1nc2ccccc2s1)Nc1cc(C(=O)O)cc(C(=O)O)c1	-4.1	0.1	-5.7	0.3	12.3	-8.6	0.6	-1.9	3.7
COc1ccccc1-n1cc(-c2ccccc2)[nH]c1=S	14.8	1.2	-3.0	0.0	-4.7	2.9	2.6	-0.7	-2.8
Nc1nc(CSc2ncccn2)nc(Nc2ccccc2)n1	15.3	-0.9	-0.2	0.0	0.7	6.6	1.7	2.5	7.4
Cc1sccc1C1C(C#N)=C(N)SC(N)=C1C#N	2.5	100.2*	0.0	-0.1	10.3	9.3	-2.1	-1.2	59.5*
O=C(CN1CCN(S(=O)(=O)c2ccc(Br)cc2)CC1)N/N=C/c1ccc(Br)s1	-8.7	29.9*	4.3	-0.1	1.1	1.9	2.1	5.2	5.3
CN(CC(=O)Nc1ccccc1Cl)C(=O)c1ccccc1SCC(=O)N1CCCC1	1.0	0.7	-0.6	0.0	1.5	3.1	-6.1	-2.2	-0.9
CCC(=O)NC(=S)Nc1ccc(NC(=O)c2cc3ccccc3o2)c(OC)c1	-6.4	-3.5	-0.8	0.1	19.7	2.8	1.6	-1.1	2.5
O=C(NCCCN1CCN(c2ccccc2F)CC1)C1CC(=O)N(C2CCCC2)C1 (stereo not given)	1.2	-2.3	0.4	-0.1	34.2	-5.8	-1.4	-0.4	-2.7
Cc1cc(C)cc(N(CC(=O)Nc2ccccc2-c2ccccc2)S(=O)(=O)c2ccccc2)c1	-9.2	-0.4	-1.0	0.0	-2.9	-13.1	1.9	0.7	-1.6
COc1ccc(CCNC(=O)CCS(=O)(=O)c2ccc3c(c2)CCN3C(C)=O)cc1OC	-4.2	-4.0	-3.3	-0.1	1.1	-11.5	0.1	-1.9	-8.4
COc1ccc(C2C(C#N)=C(N)Oc3c2oc(CO)cc3=O)cc1 (stereo not given)	-4.7	0.3	-8.3	0.2	5.5	-11.2	-0.8	-2.0	3.0
CCOc1ccc(N(C)S(=O)(=O)c2csc(C(N)=O)c2)cc1	8.9	2.3	-1.9	0.0	-1.0	7.2	-2.6	0.8	0.2
NC(=O)C1CCN(C(=O)CCSc2ccc(Cl)cc2)CC1	-2.1	-3.0	-0.9	0.5	-5.9	8.6	-0.5	1.9	-0.8
CC1(C)CC(=O)C=C(c2cccc3c2oc2ccccc23)C1	4.6	0.2	2.6	0.0	-11.4	5.1	0.8	0.3	-3.5
COc1cc(/C=N/NC(=O)c2ccncc2)ccc1Oc1ccc([N+](=O)[O-])cn1	5.0	-5.2	-0.7	-0.3	-74.5	-6.3	-4.0	1.1	-0.8
Cc1onc(-c2c(Cl)cccc2Cl)c1NC(=O)NNc1ccccc1	-7.8	-0.9	0.3	0.1	-0.9	-13.8	-0.7	0.2	0.4
CN(C)S(=O)(=O)c1ccc(C(=O)N2CCN=C2SCc2ccccc2)cc1	9.3	-2.8	4.0	-0.1	3.4	2.7	-2.8	1.5	4.3
CN(C)c1ccc(/C=N\S(=O)(=O)c2ccccc2)cc1	-2.0	0.5	4.9	0.3	16.0	-0.7	2.8	-0.3	-0.1
O=C(c1ccco1)N1CCN(c2ncnc3scc(-c4ccc(F)cc4)c23)CC1	-11.0	1.0	0.9	0.1	13.4	-10.3	-2.2	2.4	10.6
CC(C)c1cc(C(F)(F)F)n2nc(C(=O)O)cc2n1	3.8	1.7	1.3	-0.2	4.5	-10.6	10.0	2.7	0.1
C=CCN1C(=O)C(C)S/C1=N\S(=O)(=O)c1ccc(Cl)cc1 (stereo not given)	6.1	3.1	-0.6	0.1	-0.3	1.2	-2.0	-0.5	6.4
Cc1ccc(S(=O)(=O)O/N=C2/CCCc3occc32)cc1	10.5	-7.8	11.2	-0.2	-5.7	1.9	-2.4	-1.9	2.7
N#C/C(=C\c1cn(-c2ccccc2)nc1-c1cc2ccccc2o1)c1nc2ccccc2[nH]1	-1.1	3.8	-2.1	0.0	20.2	-6.3	-3.9	1.3	7.5
CC1CCN(CC(=O)Nc2ccc(S(=O)(=O)NC3CC3)cc2)CC1	13.5	-2.1	1.2	0.0	-1.9	1.8	-0.4	-0.7	1.6
C=CCn1c(SCC(=O)c2ccccc2)nnc1-c1ccc2c(c1)OCO2	-7.3	-4.0	-4.2	-0.1	-0.8	8.3	-2.1	0.7	-0.1

(listing goes on)
Compound	ZTA counter	TPT1 inh	Fh CTSL1 inh	Efflux pump inh	PREPL inh	EBNA-1 inh	PP1 counter	PP5 primary	core dimer inh
COc1ccc(C(=O)NC(=S)Nc2ccc(S(=O)(=O)Nc3cc(OC)nc(OC)n3)cc2)cc1	1.3	1.7	2.5	0.1	-10.1	-5.6	5.0	5.2	10.0
COc1ccc(/C=N/NC(=O)c2ccc3nc[nH]c3c2)c(OC)c1	-6.3	-1.1	3.0	-0.1	4.0	6.9	0.3	0.2	6.7
CCOc1ccccc1C1NC(=O)NC(C)=C1C(=O)OCc1ccccc1 (stereo not given)	4.6	1.5	1.1	0.0	-9.9	-1.1	0.5	1.9	14.9
NNC(=O)CSCc1ccc(Cl)cc1Cl	-15.5	1.5	-0.3	0.0	-62.6	-5.8	9.9	2.3	-1.8
CC(C)CNC(=O)c1cnn2c(C(F)(F)F)cc(C(F)(F)F)nc12	-7.2	-3.1	-0.6	-0.1	14.7	5.8	-2.5	-1.0	-2.9
O=C(O)CCCn1cc(NC(=O)COc2ccccc2F)cn1	5.7	2.4	-7.0	0.1	4.8	-8.2	-5.0	-4.5	-16.5
O=c1sc2ccccc2c(N2CCOCC2)c1[N+](=O)[O-]	-7.6	-5.2	0.6	-0.2	7.0	7.8	-0.9	-2.2	0.2
COc1ccc(CNC(=O)CCC(=O)N2CCN(C(C)=O)CC2)cc1	-12.5	10.5	-4.0	-0.2	5.3	3.8	-4.8	-0.4	8.0
O=C(CN1CCN(c2ccc(F)cc2)CC1)Nc1nnc(-c2ccccc2)s1	8.9	2.0	-0.8	0.3	4.8	14.3	-8.4	-1.6	2.6
CCCCOn1c(C)c(C(=O)OCC)c2c3no[n+]([O-])c3ccc21	-2.2	-2.4	-3.1	0.0	12.7	-7.2	5.8	1.0	5.1
CC(OC(=O)Cc1ccccc1[N+](=O)[O-])C(=O)Nc1ccc(Cl)cn1 (stereo not given)	-6.6	-0.5	-0.3	-0.1	7.7	-8.8	-5.7	0.2	-3.1
C=CCN(c1ccc(OC)cc1)S(=O)(=O)c1ccc(Cl)c(C(=O)OCC(=O)NC2CC2)c1	2.9	-6.6	4.9	-0.1	18.3	-1.4	-2.5	3.1	-2.1
CCOC(=O)CNS(=O)(=O)c1cc(-c2nn(C)c(=O)c3ccccc23)ccc1C	-1.8	0.7	4.7	0.1	15.3	-0.4	1.6	2.7	14.7
COc1cccc(C(=O)CN2C3=NCCCN3c3ccccc32)c1	-10.1	-2.3	1.2	0.1	11.7	-8.1	-1.6	0.1	-12.3

Profiles as entered above.
`CC(OC(=O)Cc1ccccc1[N+](=O)[O-])C(=O)Nc1ccc(Cl)cn1` (stereo not given) is listed as ZTA counter: -6.6; TPT1 inh: -0.5; Fh CTSL1 inh: -0.3; Efflux pump inh: -0.1; PREPL inh: 7.7; EBNA-1 inh: -8.8; PP1 counter: -5.7; PP5 primary: 0.2; core dimer inh: -3.1
`C=CCN(c1ccc(OC)cc1)S(=O)(=O)c1ccc(Cl)c(C(=O)OCC(=O)NC2CC2)c1` is listed as ZTA counter: 2.9; TPT1 inh: -6.6; Fh CTSL1 inh: 4.9; Efflux pump inh: -0.1; PREPL inh: 18.3; EBNA-1 inh: -1.4; PP1 counter: -2.5; PP5 primary: 3.1; core dimer inh: -2.1
